TAAR1 antagonist: human TAAR1 antagonists, primary screen, Fluo-8 calcium fluorescence, CHO RD-HGA16 cells | 1.5% of 360,000 active | antagonist | inhibition, % at 3 µM;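 active = inhibition above a per-plate cutoff, the mean inhibition of test compounds on that plate plus 3 SD, cut at about 49% in these data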;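 also: 0% = DMSO plus EC80 beta-PEA response and 100% = DMSO alone without agonist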
Target sequence (Q96RJ0 whole entry, looked up): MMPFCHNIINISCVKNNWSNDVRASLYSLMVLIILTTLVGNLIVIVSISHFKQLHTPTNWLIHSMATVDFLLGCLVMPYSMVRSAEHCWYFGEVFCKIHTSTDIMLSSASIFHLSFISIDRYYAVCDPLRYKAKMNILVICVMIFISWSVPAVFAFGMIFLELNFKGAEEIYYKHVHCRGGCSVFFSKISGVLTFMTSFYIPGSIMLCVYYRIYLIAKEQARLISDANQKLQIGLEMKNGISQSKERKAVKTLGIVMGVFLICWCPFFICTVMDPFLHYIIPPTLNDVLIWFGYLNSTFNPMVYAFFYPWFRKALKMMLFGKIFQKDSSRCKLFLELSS
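Test system: hTAAR1-expressing CHO RD-HGA16 cells, Gα16-coupled; Probe or stimulus: EC80 β-phenethylamine stimulus; Compound dosing: single nominal final test compound concentration of 3 µM; Timing: 140 s kinetic read after compound, 140 s after agonist; Signal: Fluo-8 calcium-sensitive fluorescence; Measure: % inhibition of agonist calcium response; Controls: DMSO and EC80 PEA controls.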
M1 ag parental: counter-screen for M1 agonists: effect in parental CHO-K1 cells. 0.48% of 360,000 active. AID 602248, 2012. activation, % at 3 µM. Fluo-8 calcium fluorescence; scaled to maximal ATP response, vehicle zero; in the data active = activation above about 15%;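 also: untransfected CHO-K1 host cells lacking M1 receptor as counterscreen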
GPR7 antagonist: GPR7 receptor antagonists, primary screen, cell-based, fluorescence, single concentration | GPR7-expressing cells, fluorescence antagonist assay | 1.1% of 290,000 active | AID 1861, 2009 | inhibition, % at 4.4 µM; in the data active = inhibition above about 16%, passing the limit was not always enough;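 also: cells stimulated with the agonist NPW; 0% = agonist with vehicle and 100% = vehicle without agonist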
Target sequence (P48145 whole entry, looked up): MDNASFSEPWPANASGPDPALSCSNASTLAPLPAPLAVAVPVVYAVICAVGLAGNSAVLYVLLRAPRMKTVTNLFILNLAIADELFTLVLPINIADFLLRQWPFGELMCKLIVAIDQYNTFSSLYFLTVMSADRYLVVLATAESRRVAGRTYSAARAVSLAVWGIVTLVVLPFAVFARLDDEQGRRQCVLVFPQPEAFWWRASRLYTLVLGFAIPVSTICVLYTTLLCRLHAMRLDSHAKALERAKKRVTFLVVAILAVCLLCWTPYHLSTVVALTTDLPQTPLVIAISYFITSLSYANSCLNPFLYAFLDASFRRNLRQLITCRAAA
CHO-K1 Ca PAM: nonselective calcium activators in parental CHO-K1 cells, primary screen, counter-screen for M1 PAM project, cell-based, Fluo-8 calcium fluorescence, full deck, 1536-well | ATP EC20; 0% at ATP EC20, 100% at ATP max | activation, % at 3 µM | 0.02% of 360,000 active;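 active = activation above the run cutoff, the mean activation of all test compounds plus 3 SD, cut at about 40% in these data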;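 also: peak over basal fluorescence ratio in a 140 s read after ATP addition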
OXTR potentiator: human OXTR potentiators, primary screen, fluorescence, CHO-OTR cells, Fluo-8 calcium | Oxytocin receptor (Homo sapiens), P30559 | Fluo-8 calcium fluorescence, potentiator mode; 0% = oxytocin EC15, 100% = EC100 | activation, % at 3 µM | 0.061% of 320,000 active | AID 2445, 2010;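 active = activation above that plate's cutoff, the mean activation of tested compounds plus 3 SD, cut at about 6.6% in these data, passing the limit was not always enough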;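 also: 100% uses oxytocin at 75 nM as the full agonist control; some results filed as inactive read as strong as hits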
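System: human OTR in CHO cells; Also added: sub-maximal oxytocin, roughly EC15; Timing: compound 6 min at room temperature before oxytocin, 100 s read; Technique: Fluo-8 intracellular calcium fluorescence, ex 470-495, em 515-575 nm; Controls: oxytocin EC15 low and EC100 high; Replication: singlicate.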
OXTR ag: human OXTR agonists, primary screen, fluorescence, CHO-OTR cells, Fluo-8 calcium. Fluo-8 calcium fluorescence; normalized: DMSO 0%, oxytocin 100%. Oxytocin receptor (Homo sapiens), P30559. activation, % at 3 µM. 0.32% of 320,000 active;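 active = activation above the mean of all tested compounds plus 3 SD, cutoff set per screening run, cut at about 20% in these data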;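 also: peak over basal fluorescence ratio from a 100 s FLIPR kinetic read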
V1aR counter: agonists of human V1a receptor, primary screen, counter-screen for OXTR agonist project, fluorescence, CHO-V1R cells. Vasopressin V1a receptor (Homo sapiens), P37288. Fluo-8 calcium fluorescence, agonist mode; 0% DMSO, 100% 3 nM vasopressin. activation, % at 3 µM. 0.25% of 320,000 active;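 active = activation above the mean activation of all tested compounds plus 3 SD, per screening run, cut at about 20% in these data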;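 also: signal is peak over basal fluorescence ratio across a 100 second FLIPR read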
Target sequence (P37288 whole entry, looked up): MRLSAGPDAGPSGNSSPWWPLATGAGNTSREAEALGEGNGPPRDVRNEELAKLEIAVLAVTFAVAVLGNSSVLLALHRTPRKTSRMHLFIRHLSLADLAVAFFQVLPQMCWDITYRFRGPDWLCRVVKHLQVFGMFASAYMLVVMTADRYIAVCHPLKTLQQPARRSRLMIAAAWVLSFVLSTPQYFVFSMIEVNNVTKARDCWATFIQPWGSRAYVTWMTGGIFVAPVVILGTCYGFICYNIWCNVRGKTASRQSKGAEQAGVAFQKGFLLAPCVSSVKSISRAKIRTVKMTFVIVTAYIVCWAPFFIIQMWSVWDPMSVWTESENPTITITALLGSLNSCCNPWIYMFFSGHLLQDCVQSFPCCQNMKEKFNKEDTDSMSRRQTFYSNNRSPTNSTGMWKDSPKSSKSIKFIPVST
CHO parental Ca: ATP-evoked calcium signal inhibitors, parental CHO, primary screen, counter-screen for OX1R antagonist project, cell-based, fluorescence, Fluo-8 calcium dye; AID 463079, 2010; inhibition, % at 5.6 µM; 0.63% of 330,000 active; parental CHO-K1, ATP-induced calcium, Fluo-8 fluorescence;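 active = inhibition above that plate's mean sample inhibition plus 3 SD, cut at about 26% in these data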;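 also: 0% = ATP-challenged DMSO wells and 100% = DMSO wells without ATP; some compounds past the cut are filed as inactive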
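Test system: untransfected parental CHO cell line. Compound: one dose, 5.6 µM nominal. Detection: intracellular calcium via Fluo-8 no-wash fluorescent dye. Measure: % inhibition. Benchmarks: ATP-challenged DMSO wells low, unchallenged DMSO wells high.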
CHO-K1 Ca antag: counter-screen for M1 antagonists: effect in parental CHO-K1 cells; ATP-induced calcium, Fluo-8 fluorescence; inhibition, % at 3 µM; 0.6% of 360,000 active; AID 602250;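 active = inhibition above a per-plate cutoff, the plate's mean sample inhibition plus 3 SD, cut at about 24% in these data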;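 also: 0% = DMSO plus EC80 ATP and 100% = DMSO alone without ATP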
An asterisk follows results filed as active; nt = no result given.

SMILES	TAAR1 antagonist	M1 ag parental	GPR7 antagonist	CHO-K1 Ca PAM	OXTR potentiator	OXTR ag	V1aR counter	CHO parental Ca	CHO-K1 Ca antag
Cc1ccc(S(=O)(=O)Oc2ccc3ccc(O)cc3c2)cc1	27	0.7	3	8	-10	1.7	1.4	19	-6
CCOC(=O)C(NC(=O)Nc1ccc(F)cc1F)(Oc1ccccc1)C(F)(F)F (stereo unspecified)	-1	0.5	-8	22	6	-0.7	0.8	-2	-14
O=C(NC1CCN(Cc2ccccc2)CC1)c1ccc(Cn2c(=S)[nH]c3ccc(N4CCOCC4)cc3c2=O)cc1	9	-0.2	-12	11	-1	-0.7	-0.7	-20	-15
CCN(CC(=O)Nc1cc(Cl)ccc1C)C(=O)c1ccc2c(c1)NC(=O)C(C)S2 (stereo unspecified)	-6	5.3	nt	8	-4	1.3	2.2	-21	-2
C/C(=N\NC(N)=S)C1(C)CC2(CC(C)(C)OC2=O)C(=O)O1 (stereo unspecified)	-10	0.1	0	1	-7	0.0	0.0	-16	3
O=C(CCCc1ccccc1)NCc1ccccn1	nt	0.7	-2	2	3	0.9	1.1	-4	-12
COc1ccc(S(=O)(=O)N2CCN(c3cnccn3)CC2)cc1OC	-10	0.8	nt	28	-2	1.8	2.9	-10	-19
CCOC(=O)c1ccccc1NC(=O)CSc1nnc(Cc2cccn2C)n1-c1ccc(F)cc1	-17	1.7	-13	20	3	-1.5	-0.1	-23	-6
Cc1cccn2c(=O)c3cc(C(=O)NCC4CCCO4)c(=N)n(C4CCCCC4)c3nc12 (stereo unspecified)	-12	1.6	-1	21	-10	-1.3	0.2	-24	-19
COC(=O)c1ccc(OC(=O)c2nn(C)cc2Cl)c(OC)c1	1	0.3	-4	-16	-11	0.1	0.6	-12	2
CC(=O)N/N=C\c1ccccc1OC/C=C/c1ccccc1	-13	-0.4	-8	-14	nt	nt	nt	nt	5
O=C(NCCCN1CCCCC1)C1CCCN(c2ncnc3c2nc2n3CCCCC2)C1 (stereo unspecified)	-18	0.0	-4	19	-6	0.0	-0.5	-13	-11
COc1ccccc1-n1cnc2cc(NCc3ccco3)ccc21	-1	0.0	18	12	-5	0.6	0.9	-12	-3
O=C(CCC(=O)Nc1ccc(Br)cc1)N/N=C/c1ccc(O)cc1	1	-0.3	12	6	-4	-0.5	1.7	8	-4
CC1(C(=O)Nc2cnc3ccccc3c2)CCN1Cc1ccccc1OC(F)F (stereo unspecified)	62*	4.1	nt	10	nt	nt	nt	nt	-5
CS(=O)(=O)c1cccc(-c2nnc(NC(=O)c3ccc(S(=O)(=O)N4CCCC4)cc3)o2)c1	-12	0.7	nt	-13	-1	-0.3	0.9	4	3
Cn1c(=O)n(C)c2cc(S(=O)(=O)NCCO)ccc21	-12	-0.1	-5	-14	1	1.2	-0.1	-11	-8
C=CCNC(=S)N/N=C/c1ccc(OCc2ccccc2Cl)cc1	-15	0.0	-11	3	-6	0.3	-0.1	-29	-20
N#CC(C#N)=C(N)/C(C#N)=C/c1cc(O)c(O)c(O)c1	4	1.5	nt	3	-6	1.4	2.2	1	-5
COc1ccc(-c2nc3ccccc3c(=O)n2NC(=S)N(C)C)cc1	-5	1.0	-7	18	-6	0.0	0.6	-2	-5
CSc1nc2sc3c(c2c(=O)n1C)CCC3	-14	0.3	-11	10	-13	-2.3	-0.7	-7	-3
CCNc1nc(NC(C)(C)C)nc(N2CCCC2)n1	-5	1.5	-6	13	-6	0.0	1.7	-1	-8
CCN(CC)c1ccc(C(=O)OCc2cc(=O)oc3cc(O)ccc23)cc1	37	0.5	-6	-1	-20	-0.2	1.3	-2	-1
COc1ccc(S(=O)(=O)/N=C2/NC(=O)/C(=C/c3ccco3)S2)cc1	-10	2.8	-12	4	-3	0.8	0.1	3	-12
CN(Cc1ccccc1)C(=O)[C@@H]1CCCN1C(=O)[C@@H]1CCCN1C(=O)c1cccs1	1	1.0	nt	23	nt	nt	nt	nt	-18
Cc1ccccc1OCC(=O)OCC(=O)Nc1cc(S(=O)(=O)N2CCCCC2)ccc1Cl	8	3.6	nt	8	-6	-0.6	0.2	0	-11
COc1ccc(S(=O)(=O)N(C)C[C@H]2Oc3ccc(NS(=O)(=O)c4c(C)noc4C)cc3C(=O)N([C@H](C)CO)C[C@@H]2C)cc1	7	0.8	nt	-7	2	1.7	0.9	-18	-12
CCC(C(=O)N/N=C/c1cccnc1)c1ccccc1 (stereo unspecified)	-6	2.9	-13	-19	-2	0.0	4.0	-15	19
COC(=O)c1ccc(CSC2=NC[C@@H]3[C@@H]4C(=O)N(C)C(=O)[C@@H]4[C@](C)(C(=O)OC)N23)cc1	-19	0.9	nt	8	nt	nt	nt	-2	-8
Cc1ccc(N(C(=O)CS(=O)CC(=O)Nc2ccc(F)cc2)C(C)C(=O)NC(C)(C)C)cc1 (stereo unspecified)	-4	-0.6	-2	4	-10	0.2	3.0	-14	-12
CC(=O)N(C)c1ccc(NC(=O)Nc2ccc(C)c(C)c2)cc1	58*	6.5	-11	-2	-12	2.1	2.3	-3	14
CC1CN(CC(=O)Nc2nc(-c3ccc(Cl)cc3)cs2)CC(C)O1 (stereo unspecified)	-21	1.0	-14	-5	-10	-1.9	2.9	-12	-8
CCc1cc(-c2nc(N)ncc2-c2ccc(Br)cc2)c(O)cc1OC	-33	0.8	-18	8	-22	-0.9	-0.1	-25	-8
CSc1ccc(C(=S)N2CCN(C(c3ccccc3)c3ccccc3)CC2)cc1	8	-0.6	-8	-5	-5	0.0	-0.3	-16	4
CC(=O)c1c(O)cc(O)cc1CC(=O)O	-8	-0.1	-12	-11	-2	0.4	-0.4	-11	12
S=C(N/N=C1\CCc2ccccc21)NC1CCCCC1	11	-0.4	-8	-9	-16	-1.9	-1.6	-2	3
CC1=CC(C)(C)N(C(=O)CSc2nncn2C)c2ccccc21	2	0.3	3	7	-2	0.1	0.8	-1	-17
O=C(NC1CCCCC1)c1cccc2c1C(=O)c1ccc(N3CCCC3)cc1S2(=O)=O	59*	3.6	nt	-10	2	14	12	-6	-3
CCCCCCCCCCCC(=O)c1c(O)cccc1O	-8	0.0	-5	10	-3	0.6	-0.3	-6	3
Cc1nn(Cc2ccc(Cl)cc2Cl)c(C)c1NC(=O)C1C2CCC(O2)C1C(=O)O (stereo unspecified)	-6	2.9	4	2	-17	9.6	12	-4	2
CN(CC(=O)Nc1ccccc1Br)C(=O)CN1CCN(Cc2ccc(Cl)cc2)CC1	-7	0.0	nt	4	-1	0.4	0.7	-12	-13
Cc1cc2occ(CC(=O)NC3=NCCS3)c2cc1C(C)C	-16	0.3	8	9	-7	2.1	-0.1	-5	-10
COc1ccccc1NC(=O)C1C2C=CC3(CN(Cc4cccnc4)C(=O)C13)O2 (stereo unspecified)	11	0.4	5	12	-4	-0.2	0.2	-8	-6
O=C(NCc1ccc(F)cc1)C(c1ccccc1)N(C(=O)c1csnn1)C1CC1 (stereo unspecified)	4	0.4	-3	-11	-8	-0.8	-0.7	-19	12
CC(=O)Nc1ccc(S[C@@H](CCN2CC[C@H](O)CCC2=O)c2ccccc2)cc1	-2	0.3	nt	-13	2	0.7	1.0	-6	-16
CCN(C(=O)c1cc2c(s1)-c1ccccc1OC2)c1cc(OC)ccc1OC	-9	0.1	31*	23	-22	-0.3	1.5	35*	-10
CCn1c(C(C)NC(=O)c2ccccc2C)n[nH]c1=S (stereo unspecified)	-10	1.3	-11	25	8	0.6	0.6	-13	-10
COc1cccc(C(=O)COC(=O)c2cccs2)c1	-10	0.5	1	15	-6	-1.3	-0.5	-3	-8
O=C(NC1CCCCC1)c1ccc2snnc2c1	-13	-0.3	-1	19	-5	-0.8	0.0	8	-16
CC(C)c1ccc(/C=C/C(=O)NCCC2=CCCCC2)cc1	4	-0.1	-7	-7	-1	-0.8	1.2	-8	-3
CN(CC(=O)N1CCN(c2ccccc2F)CC1)S(=O)(=O)c1cnc[nH]1	-8	0.5	-3	-3	0	1.1	1.1	-5	0
COc1ccc(CNS(=O)(=O)CCNC(=O)c2ccc3c(c2)OCO3)cc1	-10	-0.5	nt	-19	-9	-2.0	-0.6	-3	24*
C[C@H]1CN([C@@H](C)CO)C(=O)c2cc(NS(=O)(=O)c3ccc(F)cc3)ccc2O[C@H]1CN(C)S(=O)(=O)c1cn(C)cn1	-5	0.6	nt	8	0	0.7	0.7	-16	-11
CC(OC(=O)C1CCCO1)C(=O)NC1CCCC1 (stereo unspecified)	9	-0.2	-7	1	4	0.8	0.8	-7	-5
CN1/C(=C/C=C(C#N)C#N)C(C)(C)c2ccccc21	-22	1.4	-1	17	-5	-3.0	-0.9	-1	-17
COc1ccc(CC(=O)O/N=C(\N)c2ccccc2)cc1OC	-4	10	10	-2	-8	5.8	5.7	-4	-5
CCc1ccc2oc(-c3cc(N=Cc4cccc(OC)c4O)ccc3O)nc2c1	nt	nt	-4	nt	-2	0.1	-0.8	-16	nt
CCSc1nc(C)cc(Oc2ccc(=O)n(C)n2)n1	1	-0.3	3	10	2	0.5	0.2	-7	-8
Cc1cccc(C)c1NC(=O)C1c2ccccc2OCC(=O)N1Cc1ccccc1 (stereo unspecified)	-18	-0.4	nt	2	nt	nt	nt	nt	-5
O=C(NCCc1ccccc1)c1ccc2c(c1)OCO2	5	0.4	9	-8	-16	-1.0	-0.5	8	-18

Other entries
SMILES	TAAR1 antagonist	M1 ag parental	GPR7 antagonist	CHO-K1 Ca PAM	OXTR potentiator	OXTR ag	V1aR counter	CHO parental Ca	CHO-K1 Ca antag
COc1ccc(CNC(=O)C2CCN(S(=O)(=O)c3ccccc3)CC2)cc1	-12	0.4	-3	-1	-9	0.1	2.4	0	12
CCN(CC)CCn1c(NCc2cccc(OC)c2OC)nc2ccccc21	-5	0.9	12	15	1	-0.2	-1.0	-12	-4
CC1CCCN(C(=O)Cn2nnc(-c3ccc(S(C)(=O)=O)cc3)n2)C1 (stereo unspecified)	-23	0.7	-19	12	-7	1.6	-0.1	1	-3
CCC(C)Nc1nnc(SCC(=O)c2c(N)n(C3CC3)c(=O)[nH]c2=O)s1 (stereo unspecified)	6	0.4	nt	-1	-5	0.8	0.7	-8	-1
COc1ccc(C(CNC(=O)c2cc3c(s2)CCC(C)C3)N2CCOCC2)cc1 (stereo unspecified)	2	-0.5	nt	14	-4	-2.2	-0.4	-13	-7

Screens (PubChem BioAssay)
